Assay outcomes deposited in PubChem by several laboratories.
CD11b adhes inh: CD11b/CD18-fibrinogen binding inhibition | K562 CD11b/CD18 adhesion to fibrinogen, ATPlite luminescence; Mn2+ added to activate the integrin | inhibition, % at 10 µM | 93,000 compounds, 0.54% hits | P05107+P11215;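 active = primary inhibition of 50% or more at 10 µM, then 40% or more on retest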; note: some results filed as inactive read as strong as hits
HUVEC inhibit: human endothelial cell proliferation inhibition; HUVEC proliferation, CellTiter-Glo luminescence, 72 h; hits give low values; 86,000 compounds, 1.1% hits; viability, % at 10 µM (by protocol);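 active = viability at or below 30%; inactive = viability above 30%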;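 note: 100% = median luminescence of DMSO-only cell control wells on each plate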
CYP2C19 activ: cytochrome P450 2C19 (human) activation; activation factor at 5 µM; P33261; AID 1025; recombinant CYP2C19, luciferin-H EGE luminescence; hits give high values; 0 = fully inhibited enzyme, 1 = untreated enzyme; 96,000 tested, under 10 active;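 active = activation factor of at least 2 at 5 µM in the primary screen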;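 note: 0 = wells with 2.5 mM tranylcypromine and 1 = vehicle-only wells; values of inactives mirror those of a sister screen read the other way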
Target sequence (P33261 whole entry, looked up): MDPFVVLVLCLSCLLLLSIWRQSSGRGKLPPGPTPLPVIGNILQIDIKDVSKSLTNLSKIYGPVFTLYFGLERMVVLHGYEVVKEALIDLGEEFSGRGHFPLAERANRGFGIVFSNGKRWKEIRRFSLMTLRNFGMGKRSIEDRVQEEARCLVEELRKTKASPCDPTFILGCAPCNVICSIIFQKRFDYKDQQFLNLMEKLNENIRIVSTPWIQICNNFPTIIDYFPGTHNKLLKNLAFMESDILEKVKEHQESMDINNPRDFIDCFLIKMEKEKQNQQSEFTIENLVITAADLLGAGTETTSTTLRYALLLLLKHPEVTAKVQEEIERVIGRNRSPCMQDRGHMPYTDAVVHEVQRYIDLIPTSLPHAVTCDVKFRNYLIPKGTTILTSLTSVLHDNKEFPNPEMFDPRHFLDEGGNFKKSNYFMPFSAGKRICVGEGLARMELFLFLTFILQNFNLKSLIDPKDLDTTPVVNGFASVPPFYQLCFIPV
Mac1 fbg enh: increases human CD11b/CD18 adhesion to fibrinogen | P05107+P11215 | K562 CD11b/CD18 adhesion to fibrinogen, ATPlite luminescence | activation, % at 10 µM | 93,000 compounds, 0.07% hits | AID 1499;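 active = 10 µM primary screen giving 50% or more activity, confirmed by 40% or more on retest at that dose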; note: strong numbers were not always called active
ERa SRC1 pot: ER-alpha (human) coactivator binding potentiation. 86,000 compounds, 1.3% hits. coactivator binding (% of control), % at 25.6 µM. AID 639. TR-FRET ERalpha-LBD/SRC-Cy5 coactivator binding, 2 h; 100 = basal binding, no effect. P03372; in the data active = activity above about 200%;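 note: binding measured in presence of low estradiol as agonist stimulus; 0% = peptide alone without receptor and 100% = receptor with peptide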
Target sequence (P03372 whole entry, looked up, the tested form may be a part): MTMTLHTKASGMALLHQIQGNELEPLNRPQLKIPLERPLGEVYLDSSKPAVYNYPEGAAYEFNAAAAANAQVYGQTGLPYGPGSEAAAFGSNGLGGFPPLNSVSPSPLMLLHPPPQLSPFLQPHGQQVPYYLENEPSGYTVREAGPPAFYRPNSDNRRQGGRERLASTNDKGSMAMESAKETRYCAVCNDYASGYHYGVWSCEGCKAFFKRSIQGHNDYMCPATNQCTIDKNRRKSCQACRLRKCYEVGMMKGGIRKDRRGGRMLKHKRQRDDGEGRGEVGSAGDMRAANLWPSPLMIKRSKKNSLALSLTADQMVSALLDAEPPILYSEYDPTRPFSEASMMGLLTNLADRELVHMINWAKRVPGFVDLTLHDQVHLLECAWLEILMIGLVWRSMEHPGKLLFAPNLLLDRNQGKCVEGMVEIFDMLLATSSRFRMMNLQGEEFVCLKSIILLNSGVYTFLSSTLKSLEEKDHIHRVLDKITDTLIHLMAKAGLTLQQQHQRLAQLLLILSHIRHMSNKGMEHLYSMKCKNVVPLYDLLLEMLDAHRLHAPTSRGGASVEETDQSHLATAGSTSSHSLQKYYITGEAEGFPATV
Lung fibro prol: blocks proliferation of human lung fibroblasts. LL 47 human lung fibroblast viability, ATP luminescence; hits give low values. viability, % at 10 µM. 85,000 compounds, 1.1% hits;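 active = viability at or below 50% in the single dose screen; inactive = viability above 50%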;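 note: compound exposure lasted 72 h before the ATP readout; 100% = median luminescence of untreated cell-only wells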
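test system = LL 47 human lung fibroblasts | amount = 1,150 fibroblasts seeded per well | medium = 15% FBS in IMEM | times = overnight cell rest, 72 h compound treatment at 37 °C | measured by = CellTiter-Glo luminescence measuring cellular ATP | read-out = viability percentage against median untreated-cell control | benchmarks = cell-only wells, no compound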
ERa coact inh: blocks coactivator binding to human estrogen receptor alpha. P03372. AID 629. 86,000 compounds, 1.7% hits. TR-FRET ER-alpha LBD / SRC-1 peptide, estradiol-bound. inhibition, % at 25.6 µM; in the data active = inhibition above about 50%;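 note: 0% = receptor plus peptide control and 100% = peptide only without receptor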
H69AR growth 86K: blocks growth of human H69AR lung tumor cells; viability, % at 10 µM; 85,000 compounds, 6% hits; H69AR lung tumor viability, ATP luminescence, 72 h; hits give low values;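 active = viability at or below 40%; inactive = viability above 40%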;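 note: multidrug resistant small cell line overexpressing MRP-1 efflux transporter; 100% = mean luminescence of untreated control wells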
CYP2C19 inhib: inhibitors of human CYP2C19; P33261; CYP2C19 Supersomes, luciferin-H EGE luminescence, 30 min; inhibition, % at 5 µM; 96,000 compounds, 21% hits; AID 778;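 active = CYP2C19 inhibition above a set limit at 5 µM in the primary screen, cut at about 50% in these data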;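 note: plate controls were negative control wells for no effect and 2.5 mM tranylcypromine positive control for full effect; values of inactives mirror those of a sister screen read the other way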
* hit, by the source's call; nt = not tested or not shown; [ ] = another dose, or the depositor's remark.

SMILES	CD11b adhes inh	HUVEC inhibit	CYP2C19 activ	Mac1 fbg enh	ERa SRC1 pot	Lung fibro prol	ERa coact inh	H69AR growth 86K	CYP2C19 inhib
O=C(NCc1ccncc1)c1cccc(Cn2cc(Br)cn2)c1	-6.1	94.8	0.1	-3.8	100.3	93.9	-3.4[fluorescence artefact?]	102.5	88.3*
CCNC(=O)CC1SC(=Nc2ccc(C)cc2)N(CC)C1=O (stereo not drawn)	7.6	89.9	0.5	-2.1	99.8	102.5	-7.4	88.2	52.9*
COC(=O)C1=C(C)NC2=C(C(=O)c3ccccc32)C1c1ccc(-c2ccc(C(=O)O)cc2)o1 (stereo not drawn)	31.3	78.3	0.6	0.5	55.0[fluorescence artefact?]	97.7	1.1[fluorescence artefact?]	79.5	44.5
CCOC(=O)c1sc2nc(CC(=O)OC)nc(NCc3ccco3)c2c1C	nt	96.8	0.4	nt	102.0[fluorescence artefact?]	95.5	20.9	63.6	61.0*
CN1CCN(/C(=N\O)c2nonc2N)CC1	-20.6	92.5	1	1.2	134.8	99.7	-5.2	93.6	2.6
Cc1cccc(OCCCC(=O)O)c1	38.7	97.3	1	-1.5	114.0	101.6	-4.3	94.7	-4.5
CCS(=O)(=O)N1CCC(C(=O)NCCc2ccc(C)cc2)CC1	-21.0	105.0	0.9	-1.9	97.8[fluorescence artefact?]	101.2	1.8[fluorescence artefact?]	95.2	8.6
COC(=O)c1ccc(NC(=O)C2CCCN2S(=O)(=O)c2ccc(F)cc2)cc1 (stereo not drawn)	nt	111.9	nt	nt	128.2	99.7	-30.2[fluorescence artefact?]	89.2	nt
COCCN(C(=O)CCC(=O)Nc1cccnc1)C(C(=O)NC1CCCCC1)c1ccccc1 (stereo not drawn)	2.9	105.1	0.8	-5.2	108.4	99.9	-14.9	87.5	16.1
COc1ccc(CNC(=O)/C=C/c2cc3c(cc2Br)OCO3)cc1	-0.1	nt	1.1	-2.5	nt	nt	nt	nt	-5.3
CCN1CCN(CCCNC(=O)C(NC(=O)C2CCC(C)CC2)C(C)C)CC1 (stereo not drawn)	nt	98.1	0.9	nt	108.5	96.9	3.3	84.6	8.7
O=C1c2ccccc2C(=O)N1c1ccc(S(=O)(=O)N2CCN(c3ccccc3)CC2)cc1	3.7	79.9	0.9	-2.0	90.8	104.0	-0.6	66.1	5.9
Cc1cccc2cc(COC(=O)c3cccnc3)c(=O)[nH]c12	1.4	93.0	0.5	-4.3	121.7	100.8	5.3	90.4	51.7*
Cc1cccc2cc(C(c3nnnn3CC3CCCO3)N3CCCc4ccccc43)c(=O)[nH]c12 (stereo not drawn)	4.9	93.6	0.7	-2.6	94.9	105.8	-0.7	94.4	28.2
O=C(CN1C(=O)c2ccccc2C1=O)Nc1ccccc1F	-10.3	102.7	0.8	0.2	106.8	116.3	12.5	98.6	21.9
Cc1cccc(/C=C2/SC(=O)N(Cc3ccccc3)C2=O)n1	1.4	nt	0.7	-3.6	nt	nt	nt	nt	26.5
CCCn1c(CNC(=O)c2cccs2)nc2ccccc21	-10.1	94.7	0.6	-1.1	99.3	92.8	-3.6	86.8	44.4
CCOc1ccc(OCC)c(NC(=O)CSCC(=O)O)c1	3.7	90.8	1	3.5	121.7	98.8	-4.6	100.3	1.7
Cc1ccc(O)c(-c2cc(-c3ccccc3F)[nH]n2)c1	7.3	71.1	0.9	-2.0	89.3	83.4	-2.9	43.2	10.8
COC(=O)c1ccc2c(c1)NC(=O)C(N1CCCC1)S2 (stereo not drawn)	0.6	nt	0.9	-5.9	nt	nt	nt	nt	6.8
O=C(NCCN1CCCC1)C1(S(=O)(=O)c2ccc(Cl)cc2)CC1	nt	91.8	0.9	nt	113.0	99.3	2.0	97.4	8.2
O=C(c1ccc(F)cc1)N1CCN(Cc2ccccc2Br)CC1	-10.0	94.1	0	-0.2	107.0	101.0	-4.2	104.4	97.5*
CCC(=O)Nc1nonc1-c1nc2ccccc2n1N(C(=O)CC)C(=O)CC	nt	85.9	0.9	nt	59.2[fluorescence artefact?]	109.6	58.6*	72.6	5.1
CCC(C)(C)NC(=O)C(c1ccc(OC)cc1)N(Cc1cccs1)C(=O)CCC(=O)Nc1cc(C)on1 (stereo not drawn)	nt	104.2	nt	nt	107.9	96.1	2.5	66.4	nt
CCCCn1c(=O)[nH]c(=O)c2c1nc(COC(=O)c1c(C)noc1C)n2CCC	43.9	98.6	0.3	7.8	104.4	90.0	-0.6	67.9	68.1*
CCOc1[nH]n(-c2ccc(Cl)cc2)c(=O)c1C=Nc1ccc(OC)cc1	1.6	nt	1	9.2	nt	nt	nt	nt	2.3
Fc1ccc(CSc2nnc(-c3cccs3)o2)cc1	-6.3	109.5	0.2	-0.5	123.7	97.7	-1.2	90.6	77.7*
Cc1cccc(OCc2n[nH]c(=S)o2)c1	-1.2	102.1	1.1	-1.8	131.1[fluorescence artefact?]	96.7	-6.0	99.5	-8.8
O=C(c1ccc(N2CCCC2=O)cc1)N1CCN(c2ccccc2)CC1	3.1	96.8	0.8	-4.1	125.6	107.0	-5.9	98.8	19.8
C=CCN(CC=C)c1nc2ccccc2nc1C(C#N)C(=O)OC(C)C (stereo not drawn)	nt	95.5	nt	nt	103.9	90.1	-5.3	66.1	nt
COc1ccc(C(=O)COC(=O)CSCc2c(C)noc2C)cc1OC	-5.5	113.1	0.4	-5.2	97.9[fluorescence artefact?]	92.8	-2.0	101.1	64.2*
CCOC(=O)c1ccc(NC(=O)CN2C(=O)C3C4C=CC(C4)C3C2=O)cc1 (stereo not drawn)	-3.7	93.8	1	1.9	104.5	99.8	-5.8[fluorescence artefact?]	34.9*	0.9
CCOc1ccc(S(=O)(=O)NCCCN2CCOCC2)cc1	6.3	92.9	1	-2.1	112.7	94.6	9.8	102.4	0.8
CCOC(=O)N1CC=C2C(C#N)=C(N)C(C#N)(C#N)[C@H](c3cccs3)C2C1 (stereo partly drawn)	nt	83.0	nt	nt	117.4	92.1	-5.9[fluorescence artefact?]	37.1*	nt
CCCCNC(=O)CC(NS(=O)(=O)c1ccc(C)cc1)c1ccco1 (stereo not drawn)	-4.1	105.1	0.7	-5.9	88.9	99.0	10.2	84.1	28.3
N#Cc1cc(S(=O)(=O)c2ccccc2)c(N)[nH]c1=O	15.7	nt	0.9	-1.1	nt	nt	nt	nt	5.6
Cc1c(S(=O)(=O)Nc2cc(Cl)ccc2Cl)c(=O)n(C)c(=O)n1C	nt	103.0	nt	nt	112.8	80.9	0.2	91.0	nt
Cc1ccc(-c2noc(C3CCCN(C(=O)c4ccc(F)cc4F)C3)n2)cc1 (stereo not drawn)	6.1	118.0	0.8	0.2	134.4	95.5	-1.1[fluorescence artefact?]	81.6	22.3
CC(/C=N/Nc1nnc2c(n1)[nH]c1ccccc12)=C\c1ccco1	-6.1	97.5	0.2	4.5	56.9[fluorescence artefact?]	113.7	36.1	34.5*	79.9*
COc1ccc(CC(=O)NC2CCN(CC(=O)N3CCCc4ccccc43)CC2)cc1OC	-15.0	96.9	1	-0.1	131.3	99.7	1.7	102.4	4.9
COC(=O)c1nn(-c2ccccc2)c(=O)cc1Oc1ccc(Cl)cc1	-8.4	nt	0.8	2.3	nt	nt	nt	nt	24.5
N#CC1=C(N)N(c2ccc(F)cc2)C(=O)C1	-1.2	nt	1.2	-3.9	nt	nt	nt	nt	-22.3
COc1ccc2c(C)cc(=O)oc2c1C	0.6	99.7	0.7	-5.4	117.5	102.7	-7.0	95.5	30.1
CCOC(=O)C1=C(C)N(c2ccc(C)cc2)C(=O)/C1=C\c1cccs1	-7.7	nt	1.1	5.5	nt	nt	nt	nt	-10.1
CCOc1c(Cl)cc(C(=O)NCCN2CCCCC2)cc1Cl	-4.8	82.2	1	2.7	94.2	97.5	-1.2	86.3	-0.9
CCn1c(NCc2ccc(N(C)C)cc2)nc2ccccc21	7.4	100.5	0.3	-3.1	87.4	98.5	-7.6	92.6	72.4*
Cc1ccc2c(COn3nnc4ccc(S(=O)(=O)N(C)C)cc43)cc(=O)oc2c1C	7.7	82.7	0.8	-5.3	193.7	98.9	-16.7	33.3*	24.6
O=C(Oc1ccnc2cc(Cl)ccc12)N1CCOCC1	-1.6	100.5	1	-1.4	113.0	93.1	4.7[fluorescence artefact?]	76.8	-4.6
COc1ccc(N/N=C(/C#N)S(=O)(=O)c2nsc(C)c2C#N)cc1	2.6	95.7	0.9	0.6	62.6	98.2	17.1	104.6	9.3
CSc1ccc(Cl)c(C(=O)NC2CCCC2)c1	-9.6	nt	0.8	-6.2	nt	nt	nt	nt	21.6
Cc1nnc(SCC(=O)N2CCc3ccccc3C2)s1	-2.2	95.8	0.6	-4.7	85.8	103.2	-6.9	85.3	42.5
O=C(CSc1nnc(-c2cccnc2)n1Cc1ccccc1)NCc1ccco1	4.2	100.1	1.1	-0.9	121.0[fluorescence artefact?]	109.6	18.8	96.2	-7.3
O=C(c1ccccc1)c1cc2ccc(O)cc2oc1=O	nt	83.1	0.1	nt	105.7[fluorescence artefact?]	92.2	2.6	65.7	93.4*
COC(=O)c1cccc(S(=O)(=O)N(Cc2ccco2)Cc2cc3cc(OC)c(OC)cc3[nH]c2=O)c1	-3.9	86.0	0.9	-3.1	103.9	97.7	3.2	66.8	13.0
CCn1c(SC)nnc1-c1sc2cc(Cl)ccc2c1Cl	16.6	93.6	0.6	4.6	83.9	95.2	-12.1	78.0	36.2
Cc1ccc(S(=O)(=O)O/N=C2\CCCc3ccccc32)cc1	2.2	90.2	0.9	-2.8	90.3	100.2	23.2	100.9	8.6
CC1CCCC(C)N1C(=O)Cn1c(=O)sc2ccccc21 (stereo not drawn)	-7.1	76.7	0.3	-2.0	115.6	107.8	-2.3	100.2	66.9*
Cc1ccc(Cn2nc(C)c(NC(=O)c3cc(C)no3)c2C)cc1	-10.8	100.7	0.8	-4.0	110.8[fluorescence artefact?]	97.2	-7.6	95.9	15.5
C=C(C)CN1C(=O)C(O)(CC(=O)c2ccc3c(c2)OCCO3)c2ccccc21 (stereo not drawn)	-17.3	93.4	0.2	3.8	115.1	102.9	-19.1	39.0*	81.7*
COc1cc(C2Nc3cc(Cl)c(S(N)(=O)=O)cc3S(=O)(=O)N2)cc(OC)c1OC (stereo not drawn)	-5.0	95.4	1	1.8	117.3[fluorescence artefact?]	96.6	-6.2	102.2	3.2
CCOCCc1nnc(NC(=O)c2cc(OC)c(OC)c(OC)c2)s1	-8.7	98.6	0.9	1.1	103.3	101.8	-6.0	82.7	7.1
O=C(Cn1cccc1C(=O)c1ccccc1)NCc1cccnc1	14.3	90.0	0.9	6.1	118.3	96.7	4.5	98.8	10.1
Cc1cc(NS(=O)(=O)c2ccc(Cl)cc2)nn1CC(=O)NCc1ccco1	-16.5	94.0	1.1	10.9	96.8	102.7	-7.4	96.6	-14.4

Another view of two compounds above.
> CCn1c(SC)nnc1-c1sc2cc(Cl)ccc2c1Cl
- CD11b adhes inh = 16.6
- HUVEC inhibit = 93.6
- CYP2C19 activ = 0.6
- Mac1 fbg enh = 4.6
- ERa SRC1 pot = 83.9
- Lung fibro prol = 95.2
- ERa coact inh = -12.1
- H69AR growth 86K = 78.0
- CYP2C19 inhib = 36.2
> Cc1ccc(S(=O)(=O)O/N=C2\CCCc3ccccc32)cc1
- CD11b adhes inh = 2.2
- HUVEC inhibit = 90.2
- CYP2C19 activ = 0.9
- Mac1 fbg enh = -2.8
- ERa SRC1 pot = 90.3
- Lung fibro prol = 100.2
- ERa coact inh = 23.2
- H69AR growth 86K = 100.9
- CYP2C19 inhib = 8.6
